Source: PubChem BioAssay
15-hLO-2 inh: inhibitors of human 15-lipoxygenase 2 (ALOX15B) | O15296 | purified 15hLO-2, xylenol orange hydroperoxide absorbance | Potency, µM (titrated, usually from 57.1 µM), inactives show at the top dose activity change, negative = inhibition, hits mostly inhibitors | hit rate 0.56% among 110,000 | AID 881; further: potency means the concentration at half of the fitted maximal effect; nearly all actives have a fitted effect of over 60% in size; many of its hits are not listed in these tables
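Read-out: hydroperoxide product oxidises ferrous iron, measured as xylenol orange complex via the 573-to-405 nm absorbance ratio after 30 min. Reaction: 50 nM enzyme, 15 min compound preincubation, 45 uM arachidonic acid, 90 min RT, Hepes pH 7.5 with Triton X-100.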
ALOX12 inhib: 12-hLO (ALOX12) enzyme inhibition; P18054; purified 12-hLO, xylenol orange hydroperoxide absorbance; Potency, µM (highest dose often 57.1 µM), inactives show at the highest dose activity change, negative = inhibition, usual class: inhibitors; hit rate 0.12% among 150,000; AID 1452; further: potency means the concentration at half of the fitted maximal effect; nearly all actives have a fitted effect of over 55% in size; many of its hits are not listed in these tables
Target sequence (P18054 whole entry, looked up): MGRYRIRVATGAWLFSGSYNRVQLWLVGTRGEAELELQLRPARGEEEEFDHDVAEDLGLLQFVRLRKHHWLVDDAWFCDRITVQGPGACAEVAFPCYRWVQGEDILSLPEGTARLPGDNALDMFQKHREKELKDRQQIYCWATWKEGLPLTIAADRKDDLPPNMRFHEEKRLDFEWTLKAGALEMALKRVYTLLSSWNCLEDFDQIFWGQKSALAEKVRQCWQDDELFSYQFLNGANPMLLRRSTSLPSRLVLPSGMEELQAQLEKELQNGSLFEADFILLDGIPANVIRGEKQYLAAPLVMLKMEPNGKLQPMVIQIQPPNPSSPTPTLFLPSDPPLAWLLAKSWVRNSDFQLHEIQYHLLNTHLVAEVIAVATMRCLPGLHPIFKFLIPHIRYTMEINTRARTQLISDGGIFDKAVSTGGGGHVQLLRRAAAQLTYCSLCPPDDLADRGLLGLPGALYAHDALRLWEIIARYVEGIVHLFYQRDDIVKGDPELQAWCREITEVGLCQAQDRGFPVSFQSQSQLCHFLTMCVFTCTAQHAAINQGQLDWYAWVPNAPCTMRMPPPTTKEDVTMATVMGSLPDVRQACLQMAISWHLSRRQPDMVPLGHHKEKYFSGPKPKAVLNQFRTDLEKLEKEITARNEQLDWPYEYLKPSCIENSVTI
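Hydroperoxide output read as Fe(III)-xylenol orange absorbance, 573-to-405 nm ratio, after 30 min reaction with 40 uM arachidonic acid. Enzyme: 150 nM purified human 12hLO, 15 min compound preincubation; 25 mM Hepes pH 7.0, room temperature.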
IMPase cell inh: membrane-permeable compound that blocks inositol monophosphatase. 120,000 tested, under 10 active. AID 901. inhibition (IP1 accumulation), % at 46.1 µM. P97697. CHO-M1 cells, IP1 accumulation, HTRF TR-FRET ratio; active means well fitted curve in the direction sought with a large enough effect in the signal ratio, not every such curve was filed as active; inconclusive means small, poorly fitted or top-dose-only effect, or a change in a side signal; inactive means no such curve, though single readings can be large or run the other way; the % refers to the signal ratio;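 further: cells stimulated with carbachol in lithium chloride buffer; plate controls were DMSO basal wells for no effect and reference inhibitor wells for full effect; higher means more IMPase inhibition seen as more IP1 and lower FRET ratio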
Target sequence (P97697 whole entry, looked up): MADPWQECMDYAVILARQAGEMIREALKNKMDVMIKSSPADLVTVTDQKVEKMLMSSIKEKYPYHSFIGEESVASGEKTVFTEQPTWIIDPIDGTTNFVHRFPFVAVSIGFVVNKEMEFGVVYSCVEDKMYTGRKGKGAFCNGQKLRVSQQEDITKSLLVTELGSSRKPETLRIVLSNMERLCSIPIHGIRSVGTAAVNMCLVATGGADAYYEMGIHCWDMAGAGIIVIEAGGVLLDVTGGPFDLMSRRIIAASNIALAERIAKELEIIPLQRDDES
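Seeded CHO-M1 cells were dosed with compound at up to 46 uM, stimulated with carbachol for 30 min, then lysed in IP-One detection reagents. Higher IP1 lowers the TR-FRET signal.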
PNC assembly inh: perinucleolar compartment assembly inhibition; PC3M PTB-GFP, PNC prevalence imaging, 16 h; stronger effect = lower value; activity change (PNC), negative = inhibition, % at 10 µM; hit rate 3.1% among 140,000;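 active means readout at or below -70, meaning at least 70% loss of cells showing the perinucleolar compartment, a nuclear body marking cancer cells; inconclusive means readout between -30 and a set limit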;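 further: plate controls were DMSO wells for no effect and camptothecin positive control wells for full effect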
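Compounds are pinned in duplicate onto adhered PC3M cells stably expressing GFP-tagged PTB and incubated 16 h at 37 C. Cells are then fixed, nuclei stained with Hoechst, and PNC-positive cells counted.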
Active calls of the source: *; u = inconclusive; x = not tested or not shown; & = joins results of further samples; [ ] = dose if it differs, or a comment. Unless noted, the call rests on the fitted dose curve; in most records, active means well fitted curve in the direction sought with a large enough effect; inconclusive means small, poorly fitted or top-dose-only effect, or another doubt; inactive means no such curve, though single readings can be large; an effect the other way counts as inactive or inconclusive. Unless noted, on the % scale 0 is the no-effect control and ±100 the full control effect.

SMILES	15-hLO-2 inh	ALOX12 inhib	IMPase cell inh	PNC assembly inh
Cc1cc(C)c2[nH]c(O)c(N=NC(=S)NCC3CCCO3)c2c1 (stereo not given)	x	-1%	x	-12
Cc1ccc(S(=O)(=O)N(C)CCCC(=O)n2nc(C)cc2C)cc1	4%	-6%	4	-15
CN(C)CCCCSC(=N)N	26%&-8%	-2%&-5%	6&2	x
O=C1c2ccccc2C(=O)C1(O)O	25µM*	u	x	x
C=CCNC(=S)NNC(=O)c1ccc(OCCCC)cc1	x	-2%	-9	-122*
CCn1c(CNC(=O)c2ccc3c(c2)OCO3)nnc1SCC(=O)Nc1cc(C)ccc1OC	21%	-5%	21	-3
COC(=O)c1cc(NC(=O)CN(c2ccccc2OC)S(=O)(=O)c2ccccc2)ccc1Cl	-2%	-5%	-3	-24
Cn1nc([N+](=O)[O-])nc1N1CCOCC1	x	1%	x	-11
CCOCCn1c(=NC(=O)c2cc3ccccc3oc2=O)sc2cc(S(N)(=O)=O)ccc21	x	-4%	x	121
CSc1ccccc1NC(=O)Nc1cccc(Cl)c1	-5%	-16%	3	u
CCS(=O)(=O)c1ccc2oc(SCC(=O)NC3CCCC(C)C3C)nc2c1 (stereo not given)	-3%	-6%	3	u
CCCN1C(=O)SC(CC(=O)Nc2ccc(Br)cc2)C1=O (stereo not given)	4%	-5%	-6	-17
CN1C(=O)NC(NC(=O)c2ccncc2)(C(F)(F)F)C1=O (stereo not given)	11%	6%	4	-29
CN(Cc1ccco1)c1ccnc(-c2ccoc2)n1	-2%	-5%	x	x
O=C1NCCN1C(=O)c1ccccc1F	15%	-5%	u	u
C=CCc1cccc(/C=C/c2cc(=O)c3ccccc3[nH]2)c1O	x	-7%	x	u
CC(C)[C@H](NC(=O)[C@H](CCCN=C(N)N)NC(=O)NC(Cc1ccccc1)C(=O)O)C(=O)NC(C=O)CCCN=C(N)N (stereo not given in full)	x	1%	x	u
CCn1c(Cc2ccccc2)nnc1SCC(=O)Nc1ccc(C)cc1	x	1%	21	154
CCCCOC(=O)CSCC(=O)Nc1cc(C)on1	-5%	3%	u	21
CCOC(=O)c1cc(-c2ccc(Cl)s2)nc2c1c(C)nn2C	1%	0%	-25	-22
CCc1nnc(NC(=O)CCN(c2cc(C)cc(C)c2)S(=O)(=O)c2ccc(Cl)cc2)s1	x	-1%	0	-94*
COC(=O)c1c(NC(=O)CCC(=O)O)sc2c1CCCCC2	x	-1%	x	8
COc1ccc(-n2ncc3c(=O)n(CC(=O)N4CCCc5ccccc54)cnc32)cc1	22%	-3%	8	-10
Clc1ccc(C2[C@H]3CN(CC4CCCCC4)[C@H](c4ccccc4)C34CC2(c2ccccc2)C4)cn1 (stereo not given in full)	7%	-1%	x	x
COc1nc(N)c(S(=O)(=O)c2ccc(C)cc2)cc1C#N	2%[11.4 µM]	-2%	u	-3
CCCS(=O)(=O)N1CCC(C(=O)NCc2cccnc2)CC1	-1%	-2%	4	-9
Cc1sc(NC(=O)CSc2nnnn2C2CCCCC2)c(C#N)c1C	-1%	-6%	-1	2
O=c1cc(-c2cccc(O)c2O)oc2ccccc12	16µM*	u	10	x
NC(=S)N/N=C/c1cc([N+](=O)[O-])ccc1OCCOc1ccccc1	-5%	3%	0	-21
CC(C)C(NC(=O)CN(c1cccc(F)c1)S(C)(=O)=O)C(C)C	x	-1%	5	16
Cc1ccccc1[C@@H]1C(C#N)=C(N)S[C@H]1C(=O)c1ccccc1	-15%	-12%	2	10
C/C(=N/NC(=O)c1cccc(C)c1)c1c(O)cc(C)oc1=O	x	-3%	-6	-100*
Cc1nn(C)cc1CNC(=O)c1ccc(Br)o1	4%	3%	-10	u
Cc1cc(N2CCN(C3CCCCC3)CC2)n2nc(C)nc2n1	x	0%	x	34
C#CCSc1nc2[nH]ncc2c(=O)[nH]1	x	1%	x	-7
Cc1cc(S(=O)(=O)n2cnc3ccccc32)c(C)cc1Cl	x	3%	18[0.0738 µM]	6
O=C(CN1CCC(n2nnc3cc(F)ccc32)CC1)NC1CC1	12%	-4%	1	-28
CC(C)CCn1cnc2c(NCc3ccccc3)ncnc21	21%	9%	-3	40
CCCc1nc(NCc2ccncc2)c2nnn(Cc3ccccc3F)c2n1	x	4%	4	u
Cc1cc(-c2ccccc2)nc(N/N=C/c2ccc([N+](=O)[O-])cc2)n1	x	-1%	x	u

Arranged by SMILES length (lowest first): part of the list above.
SMILES	15-hLO-2 inh	ALOX12 inhib	IMPase cell inh	PNC assembly inh
C#CCSc1nc2[nH]ncc2c(=O)[nH]1	x	1%	x	-7
O=c1cc(-c2cccc(O)c2O)oc2ccccc12	16µM*	u	10	x
COc1nc(N)c(S(=O)(=O)c2ccc(C)cc2)cc1C#N	2%[11.4 µM]	-2%	u	-3
CCCc1nc(NCc2ccncc2)c2nnn(Cc3ccccc3F)c2n1	x	4%	4	u
NC(=S)N/N=C/c1cc([N+](=O)[O-])ccc1OCCOc1ccccc1	-5%	3%	0	-21
COc1ccc(-n2ncc3c(=O)n(CC(=O)N4CCCc5ccccc54)cnc32)cc1	22%	-3%	8	-10

(listing goes on)
SMILES	15-hLO-2 inh	ALOX12 inhib	IMPase cell inh	PNC assembly inh
CCC(=O)Nc1cccc(Br)c1	-4%	2%	1	-116*
COc1ccc(N2C(=O)CS/C2=C\[N+](=O)[O-])cc1	0%	-7%	5	u
O=C(NCc1ccccc1)C1CCCN(S(=O)(=O)c2cccnc2)C1 (stereo not given)	-3%	3%	6	-11
CC(CCc1ccccc1)NC(=O)COc1ccc(S(=O)(=O)N2CCOCC2)cc1[N+](=O)[O-] (stereo not given)	x	-3%	x	40
COCCN(Cc1cc2cc3c(cc2nc1Cl)OCO3)C(=O)Nc1ccccc1OC	-7%	-1%	12	5
Cn1cccc1CC(=O)N/N=C\c1cccs1	8%	-11%	7	9
Cc1ccc(C)c(-n2nnnc2SCC(=O)NCCC2=CCCCC2)c1	3%	-2%	0	-18
C/C(N)=C(/C#N)C(=O)CSc1nnc(-c2ccccc2Br)o1	-1%	4%	-6	-8
Cc1c(C#N)c2ncn(Cc3ccccc3)c(=O)c2n1-c1ccccc1	-3%	-2%	-3	35
N#Cc1ccc(C23CC4(C2)[C@H](CN(Cc2ccc(C(F)(F)F)cc2)[C@@H]4c2ccccc2)C3c2ccc(Cl)nc2)cc1 (stereo not given in full)	14%	-4%	x	x
COc1cc(C(=O)N2CCC(C(=O)Nc3cccc(C(C)=O)c3)CC2)cc(OC)c1OC	0%	0%	3	u
Cc1nc(NC(=O)c2ccccc2)sc1Cc1ccc2c(c1)OCO2	x	-24%	x	31
CCCSc1nc(O)c(C2OC(=O)c3c2ccc(OC)c3OC)c(=O)n1-c1ccccc1 (stereo not given)	-12%	-1%	0	25
CCOC(=O)c1ccc(NC(=O)Cn2nnc(-c3ccc(F)cc3)n2)cc1	-5%	-2%	2	19
CN1CCN(C(=O)c2ccc(C(C)(C)C)cc2)CC1	4%	0%	4	31
CC(C)Cn1c(SCC(=O)c2ccc(Cl)s2)nnc1-c1ccco1	-22%	-5%	7	u
Cc1ccc[n+](CC(=O)/C=C2\N(C)c3ccccc3C2(C)C)c1	x	-3%	x	u
Cc1ccccc1Cn1cnc2c(cnn2C(C)(C)C)c1=O	-1%	-5%	3	8
CN(C)c1ccc(C(CNC(=O)c2ccccc2Br)c2c[nH]c3ccccc23)cc1 (stereo not given)	x	-4%	x	-20
CC(=O)Nc1cc2ccc(OC(C)=O)cc2oc1=O	3%	-2%	u	17
Cc1noc(C)c1S(=O)(=O)N1CCCC(C(=O)NCC2CCCO2)C1 (stereo not given)	-6%	-1%	-3	u
O=C(OCC(O)CO)c1ccccc1Nc1ccnc2cc(Cl)ccc12 (stereo not given)	14%	-3%	x	x
CCCCNc1nnc(SCC(=O)N2CCN(S(=O)(=O)c3ccc4ccccc4c3)CC2)s1	17%	-8%	1	8
O=C(CN1C(=O)CCC1=O)Nc1nc(-c2ccc(Oc3ccccc3)cc2)cs1	x	-3%	-12	-12
CC(=O)c1nn(-c2cccc(Cl)c2)cc1C(=O)c1ccco1	-4%	-4%	-1	48
Cc1ccc(CSc2nc3c(c(=O)[nH]2)C(c2ccncc2)C2=C(CCCC2=O)N3)cc1 (stereo not given)	38%[activator]	-2%	-4	-28
Cc1c(C(=O)Nc2ccccc2-c2ccccc2)cccc1[N+](=O)[O-]	11%	6%	8	109
COCC(C)NC(=O)COc1ccc(Cl)cc1Cl (stereo not given)	x	-9%	8	-9
Cc1c(C(=O)N2CCc3ccccc32)oc2c1C(=O)CC(C)(C)C2	-13%	-2%	9	-18
Cc1cccc(N2C(=N)SCC2=O)c1C	x	-3%	x	-1
COc1ccc(Cn2ccnc2)cc1[N+](=O)[O-]	x	-4%	x	u
O=S(=O)(/N=C(\Nc1ccc(F)cc1)C(F)(F)F)c1ccccc1	-25%	10%	5	u
CCC/C(O)=C1\C(=O)CC(c2ccccc2)CC1=NCCc1c(C)[nH]c2ccccc12 (stereo not given)	x	-4%	x	19
Cc1cc(=O)[nH]c(SCc2cccc(Br)c2)n1	-6%	-9%	3	12
CC(C)(C)OC(=O)c1c(N)n(CCCN2CCCC2=O)c2nc3ccccc3nc12	-12%	-13%	-20	16
Cc1cc(=O)oc(C)c1C(=O)NCCC1=CCCCC1	1%	4%	5	-22
COc1ccc(N2CC(C(=O)Nc3ccccc3C(=O)NCc3ccco3)CC2=O)cc1 (stereo not given)	-4%	-3%	-7	-8
O=C(NC1CCC(NC(=O)C2CCCO2)CC1)C1CCCO1 (stereo not given)	-7%	-9%	7	-16
Cc1sc2nc(SCC(=O)NCc3ccco3)n(Cc3ccccc3)c(=O)c2c1C	-6%	-4%	2	u
COC(=O)[C@H]1C[C@@H]1[C@H](NC(=O)c1cnccn1)c1ccccc1	10%	-2%&1%	x	30
O=C(Nc1nnc(SCC(=O)N2CCCc3ccccc32)s1)c1ccccc1	x	-3%	-29	23
Cc1ccccc1C(=O)NC(=S)NCC1CCCO1 (stereo not given)	u	-10%	7	-105*
COc1ccccc1OCCC(=O)OCC(=O)Nc1ncc(Cl)cc1Cl	-4%	-9%	3	-27
c1ccc(-n2nnnc2Oc2ccc(-c3nnco3)cc2)cc1	3%	-12%	6	2
O=S(=O)(NCCOCC(F)(F)F)c1ccc2oc3ccccc3c2c1	x	-1%	8	17
C=CCn1c(COc2ccc(F)cc2)nnc1SCC(=O)c1c[nH]c2c(CC)cccc12	x	-2%	5	-26
Cc1csc(OCC(=O)Nc2ccc(C)c(C)c2)n1	8%	-1%	7	0
Cc1ccccc1OCC(=O)OCC(=O)c1ccc(-c2ccccc2)cc1	x	0%	x	8
CCc1ccc(/C=N/NC(=O)C(=O)NCCCN2CCOCC2)cc1	x	4%	x	3
O=[N+]([O-])c1ccc(/C=N/Nc2nc(N3CCCCCC3)nc(N3CCCCCC3)n2)o1	x	-8%	-3	-11
CCc1nn(C(C)C(=O)NC(C)CCc2ccco2)c(=O)c2cc3occc3n12 (stereo not given)	-12%	-5%	u	u
O=C1N(CC(=O)N2CCc3ccccc32)CCN1Cc1ccccc1Cl	-4%	-7%	-5	12
CN(C(=O)c1ccccc1)c1ccc(OCC(=O)NC2CCS(=O)(=O)C2)cc1 (stereo not given)	-8%	-2%	u	-13
Cc1ccc(NC(=O)C2CC(=O)N/C(=N/N=C/c3ccco3)S2)cc1C (stereo not given)	x	2%	-4	-9
CSc1nnc(C)c(/C=C/Nc2ccc(F)cc2)n1	x	-4%	1	28

Shown as a hit in 15-hLO-2 inh, of those listed so far:
canonical_smiles	15-hLO-2 inh	ALOX12 inhib	PNC assembly inh
O=C1c2ccccc2C(=O)C1(O)O	25µM*	u	x
O=c1cc(-c2cccc(O)c2O)oc2ccccc12	16µM*	u	x

These rows are one share of the data, so the mix of outcomes need not match the whole.
